NR5A2 inv ag: inverse agonists of human LRH-1 (NR5A2). O00482. HEK293T StAR-luciferase reporter, LRH-1 transfected, 24 h. AID 602396. inhibition, % at 3.6 µM. 0.13% of 360,000 active;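 active = inhibition above the mean inhibition of all tested compounds plus 3 SD, cut at about 73% in these data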;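 note: 0% = DMSO wells and 100% = reporter-only cells lacking LRH-1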
Target sequence (O00482 whole entry, looked up): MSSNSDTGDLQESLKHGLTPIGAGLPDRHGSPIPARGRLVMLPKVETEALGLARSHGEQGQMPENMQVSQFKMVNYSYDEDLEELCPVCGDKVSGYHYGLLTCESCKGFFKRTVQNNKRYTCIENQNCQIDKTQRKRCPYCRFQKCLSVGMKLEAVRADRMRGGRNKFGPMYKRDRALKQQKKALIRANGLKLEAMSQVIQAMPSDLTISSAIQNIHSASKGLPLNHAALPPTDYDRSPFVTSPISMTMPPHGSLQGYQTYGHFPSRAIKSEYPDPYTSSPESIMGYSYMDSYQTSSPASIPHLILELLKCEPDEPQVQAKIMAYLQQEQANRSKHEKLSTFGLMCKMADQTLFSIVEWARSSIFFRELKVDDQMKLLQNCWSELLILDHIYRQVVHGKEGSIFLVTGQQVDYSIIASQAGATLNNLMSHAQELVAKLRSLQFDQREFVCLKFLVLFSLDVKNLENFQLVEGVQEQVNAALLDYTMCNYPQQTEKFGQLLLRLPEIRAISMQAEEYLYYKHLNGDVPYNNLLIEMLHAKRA
NOD2-RIPK2 inh: NOD2-RIPK2 protein interaction inhibition | CHO BLA complementation NOD2-RIPK2, CCF4 ratio | 0.38% of 360,000 active | inhibition, % at 4.98 µM; in the data active = inhibition above about 21%;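 note: 0% = vehicle only and 100% = reference blocker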
Target sequence (O43353 whole entry, looked up): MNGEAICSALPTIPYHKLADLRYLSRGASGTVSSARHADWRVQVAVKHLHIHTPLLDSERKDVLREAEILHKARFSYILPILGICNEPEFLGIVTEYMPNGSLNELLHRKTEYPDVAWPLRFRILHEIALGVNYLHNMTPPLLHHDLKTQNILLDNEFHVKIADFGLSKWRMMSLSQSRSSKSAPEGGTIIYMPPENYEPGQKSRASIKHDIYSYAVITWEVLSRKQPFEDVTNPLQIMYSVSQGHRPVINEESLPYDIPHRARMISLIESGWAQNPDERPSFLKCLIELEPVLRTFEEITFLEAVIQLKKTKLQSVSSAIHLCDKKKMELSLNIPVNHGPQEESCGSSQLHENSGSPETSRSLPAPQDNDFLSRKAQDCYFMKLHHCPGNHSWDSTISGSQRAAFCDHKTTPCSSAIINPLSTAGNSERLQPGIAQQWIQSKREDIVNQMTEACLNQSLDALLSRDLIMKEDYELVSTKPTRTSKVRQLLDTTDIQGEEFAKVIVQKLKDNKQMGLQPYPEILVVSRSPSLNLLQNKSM
SRC3 inh: inhibits human SRC3 coactivator. Q9Y6Q9. HEK293 GAL4-SRC3 luciferase reporter, luminescence. inhibition, % at 3.6 µM. 0.17% of 360,000 active. AID 588352;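 active = inhibition above a per-campaign cutoff, the mean of all compounds plus 3 SD, cut at about 60% in these data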;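 note: 0% = DMSO-treated cells and 100% = gossypol-treated cells at 36 µM; higher means less SRC3-driven luciferase light from the GAL4 reporter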
MC4R antag cAMP: human MC4R antagonism in cAMP assay | MC4R-expressing cells, MTII-stimulated cAMP, LANCE TR-FRET | inhibition, % at 6.5 µM | 0.48% of 360,000 active | AID 540295;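 active = inhibition above its plate's cutoff, the mean of tested wells on that plate plus 3 SD, cut at about 29% in these data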;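 note: 0% = Melanotan II alone and 100% = Melanotan II plus saturating MCL0020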
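Assay system: human MC4R-expressing U2OS cells; reagent: Melanotan II stimulation of cells; dosing: 6.5 µM single dose; timing: compound 30 min, challenge 1 h, detection 1 h; signal: TR-FRET cAMP assay; replicates: one well per compound, no replicates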
SRC1 inh: human NCOA1 inhibition; AID 588354; Q15788; 0.12% of 360,000 active; HEK293 GAL4-SRC1 luciferase reporter, luminescence; inhibition, % at 3.6 µM;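 active = inhibition above the campaign mean plus 3 SD, with each screening campaign given its own cutoff, cut at about 60% in these data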;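 note: 0% = DMSO treated cells and 100% = gossypol at 36 µM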
NCOA2 inhibitor: human SRC2 (NCOA2) inhibition; HEK293 GAL4-SRC2 luciferase reporter, luminescence; inhibition, % at 9 µM; Q15596; 0.17% of 370,000 active; AID 651957;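 active = inhibition above the mean inhibition of all tested compounds plus 3 SD, set per campaign, cut at about 52% in these data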;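 note: 0% = DMSO treated cells and 100% = cells given Gossypol at 36 µM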
NR2F2 inh: inhibitors of human COUP-TFII (NR2F2); P24468; HEK293T NGFI-A luciferase reporter, luminescence; inhibition, % at 8.6 µM; 0.7% of 370,000 active;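 active = inhibition above a per-plate cutoff, mean inhibition of test wells between control levels plus 3 SD, cut at about 38% in these data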;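 note: cells cotransfected with COUP-TFII expression vector driving the NGFI-A reporter; 0% = median of COUP-TF2 test wells and 100% = reporter-only cells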
ABHD5-PLIN5 inh: inhibitors of human ABHD5-perilipin-5 interaction | Q00G26+Q8WTS1 | Split G. princeps luciferase complementation, luminescence, 4 h | inhibition, % at 4 µM | 0.78% of 360,000 active | AID 602281;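 active = inhibition above the mean inhibition across every tested compound plus 3 SD, cut at about 22% in these data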;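 note: 0% = DMSO only wells and the 100% control is not disclosed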
MC4R barr agon: human MC4R agonism via beta-arrestin | 0.98% of 360,000 active | AID 540308 | U2OS MC4R beta-arrestin complementation, luminescence; percent of melanotan II response, DMSO zero | activation, % at 8.9 µM;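 active = activation above a per-plate cutoff, the mean activation of sample wells on that plate plus 3 SD, cut at about 8% in these data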
TLR9-MyD88 block: inhibitors of human TLR9-MyD88 binding; CHO BLA complementation TLR9-MyD88, CCF4 FRET ratio; 0.21% of 340,000 active; inhibition, % at 4.98 µM;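 active = inhibition above the mean over all tested compounds plus 3 SD, cut at about 21% in these data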;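 note: 0% = DMSO only wells and 100% = clavulanate BLA inhibitor control wells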
LMP1 NFkB inh: inhibitors of Epstein-Barr LMP1-induced NF-kappaB reporter; LMP1-induced NF-kappaB luciferase reporter cells, luminescence; inhibition, % at 12.5 µM; 0.69% of 350,000 active; AID 504558; in the data active = inhibition above about 41%;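 note: 0% = neutral control wells and 100% = reference inhibitor control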
Active calls of the source: *; . = no result given.

SMILES	NR5A2 inv ag	NOD2-RIPK2 inh	SRC3 inh	MC4R antag cAMP	SRC1 inh	NCOA2 inhibitor	NR2F2 inh	ABHD5-PLIN5 inh	MC4R barr agon	TLR9-MyD88 block	LMP1 NFkB inh
O=C(CN1CCN(S(=O)(=O)c2ccc(Cl)cc2)CC1)Nc1ccc2c(c1)OCO2	-1	-26	18	-8	11	-11	16	3	1.8	-2	2
Cc1cc(O)c2c(C)c(CC(=O)N3CCN(C(=O)C4COc5ccccc5O4)CC3)c(=O)oc2c1 (configuration not stated)	3	-14	3	10	4	15	7	5	-1.4	3	-6
Cc1nc2ccccn2c1C(=O)CSc1ccc(Cl)cc1Cl	-18	0	3	4	-14	-12	9	0	-2.3	6	14
O=C(O)Cn1ccc2cc(S(=O)(=O)N3CCCCCC3)ccc21	10	-2	15	2	-8	13	12	3	-2.0	1	-7
COc1cc(OC)cc(C(=O)NNC(=O)C2CCC2)c1	2	3	3	7	-2	10	2	4	-1.4	2	-3
CCOC(=O)c1sc(N)c(C#N)c1COC(=O)CNC(=O)c1cc(OC)c(OC)c(OC)c1	9	3	-4	2	3	14	-5	-6	-2.1	8	5
Cc1onc(-c2ccccc2Cl)c1C(=O)NCc1nc(-c2ccccc2)no1	14	3	0	12	-2	20	15	5	-0.1	1	7
CCC(=O)N1CCN(CCN=CC2=C(O)CC(C)(C)CC2=O)CC1	7	5	1	-1	-46	-31	10	-1	-1.6	-3	-36
CCOC(=O)N1CCN(C(=O)C2c3cc(OC)c(OC)cc3C(=O)N3CCc4ccccc4C23)CC1 (configuration not stated)	5	0	2	3	-5	-22	14	5	-0.7	-18	2
Cc1ccc(CNC(=O)COC(=O)c2nc(-c3ccccc3)oc2C)cc1	-14	-9	1	9	12	21	-4	11	0.7	4	-1
Cc1nn(C)c(Cl)c1CN1CCCC(CO)(Cc2cccc(Cl)c2)C1 (configuration not stated)	4	-7	11	11	-13	4	6	-3	2.0	4	1
CCCCC1CC(C)(C(=O)CSc2nc3ccccc3s2)OC1=O (configuration not stated)	-7	-4	-5	-3	0	1	14	-11	1.8	-4	0
CCC(CO)Oc1cc(NC(=O)c2ccccc2)c2ncn(C(C)C)c2c1 (configuration not stated)	-14	-10	-4	7	-1	0	9	3	-1.2	2	0
CC(C(=O)N1CCN=C1c1ccccc1)N1C(=O)c2ccccc2C1=O (configuration not stated)	-11	-3	6	15	-4	-36	15	10	1.1	1	-40
CCOC(=O)C1CCCN(C(=O)c2cncc(Br)c2)C1 (configuration not stated)	21	-2	26	-2	16	3	10	2	-1.1	9	-1
Cc1cc(NS(=O)(=O)c2ccc(NC(=O)c3c(F)c(F)c(F)c(F)c3F)cc2)nc(C)n1	-10	-10	7	11	-22	-20	-16	1	0.3	-6	-9
COc1ccc(C)cc1C(=O)CCC(=O)N1CCN(c2ccccc2F)CC1	4	-1	-8	-8	-10	-24	8	0	-1.3	-6	-1
Cn1cc(CN2CCCCC2CO)c(-c2ccc(Oc3ccccc3)cc2)n1 (configuration not stated)	7	-4	21	-2	-11	5	18	3	0.0	0	3
COc1cc(CNCc2cccc(OC)c2OC)cc(OC)c1	4	-3	-1	1	-4	-1	-11	-19	-1.0	-9	10
Cc1ccc(C)c2[nH]c(=O)c(CN(Cc3ccc4c(c3)OCO4)Cc3nnnn3Cc3ccco3)cc12	8	-7	-10	2	-22	-25	6	9	-1.0	0	-3
CNC(C)C#Cc1ccc2oc3cc(C)c(C)cc3c(=O)c2c1 (configuration not stated)	-198	6	-59	3	-99	-39	-56	3	-0.8	-12	-20
COc1ccc(/C(C)=C2\SC(=S)N(CCC(=O)O)C2=O)cc1	-10	4	-7	8	-1	31	-1	0	-3.3	-7	2
CC1(c2nnnn2-c2ccc3c(c2)OCCO3)CCC(=O)N1CCc1ccccc1F (configuration not stated)	11	-6	.	.	.	-9	13	3	.	.	.
NS(=O)(=O)c1ccc(CCNC(=O)/C=C/c2ccc([N+](=O)[O-])cc2)cc1	11	-3	16	1	13	-9	23	-6	0.1	11	-4
COc1cc2c(cc1OC)C(C)N(C(=O)C(NC(=O)c1ccccc1)C(C)C)CC2 (configuration not stated)	12	-7	10	2	-16	-5	1	5	1.0	8	-6
Cc1cc(C(=O)NC(=S)Nc2cccc(C(=O)O)c2C)ccc1[N+](=O)[O-]	-45	-7	-19	1	-6	6	-22	4	-6.7	-4	3
Cc1ccc(NC(=O)c2ccc(CSc3nccc(C)n3)cc2)cc1	-47	-8	-31	1	-9	15	-3	-15	0.1	2	6
Cc1cc2nnc(SCC(=O)NCC(c3ccccc3)N(C)C)n2c2ccccc12 (configuration not stated)	-18	6	6	-1	0	-40	5	4	-4.2	-5	3
CCC(=O)[C@@H](C)[C@@H](OC(C)=O)[C@H](C)C[C@@H](C)[C@H]1OC(=O)C[C@@]2(O)CC=C(C)C(O2)C(C)=CCCC[C@H](O[C@H]2C[C@@H](OC(N)=O)[C@H](OC(C)=O)[C@@H](C)O2)C=C[C@H](C)C[C@H]1C	-1	-14	.	.	.	-23	7	-1	.	.	.
COc1ccc(CCNC(=O)c2ccc3nc(-c4ccco4)c(-c4ccco4)nc3c2)cc1OC	7	-4	-15	-8	4	.	.	34*	-0.4	0	26
O=C(CC1C(=O)NCCN1Cc1ccc(F)cc1)NCCOc1cccnc1 (configuration not stated)	2	-2	6	8	11	-8	-2	-2	-1.3	9	0
COc1ccc(C(=O)n2cc(C(=O)c3cc(C)ccc3O)cn2)cc1OC	14	-8	26	-13	34	24	12	0	0.2	-3	5
Cc1ccc2c(c1)Cc1nc3ccccc3nc1-2	-111	5	-29	16	-140	-39	-18	1	-1.5	-1	36
O=C(O)c1cccc(Nc2nc3ccccc3nc2NS(=O)(=O)c2ccc(F)cc2)c1	3	-9	-22	2	-65	-20	-11	2	-1.8	8	2
CC(=O)Nc1ccc(NC(=O)CSc2nnc3c4ccccc4n(C)c3n2)cc1	7	-10	-12	8	8	2	-3	3	0.8	3	2
O=C(CCc1nc(-c2ccccc2F)no1)NC1CCCCCC1	-3	-1	3	12	1	-13	7	-1	0.6	-3	10
O=C(NCC(c1ccco1)N1CCCC1)c1cc(S(=O)(=O)N2CCCCC2)ccc1Cl (configuration not stated)	11	-7	11	0	-5	18	-7	3	2.2	-3	-6
Cc1c(CC(=O)N2CCN(C(=O)C3COc4ccccc4O3)CC2)c(=O)oc2cc(O)c(Cl)cc12 (configuration not stated)	-4	-10	13	8	5	1	6	-8	-3.9	-35	13
CC1=CC(C)(C)NC(=S)N1c1ccc(C)c(C)c1	12	-1	4	3	-6	7	18	-3	0.7	-4	8
O=C(NCc1ccco1)c1ccc(CN2CCOCC2)cc1	2	-4	-13	6	-4	-1	-13	6	-1.0	2	-15
O=C(O)c1ccc(-n2nnnc2SCc2ccccc2F)cc1	7	-1	-22	4	-6	0	12	1	-0.7	0	-3
COc1ccccc1OCC(=O)NCC1CCCN(C(=O)c2cccc(C)c2)C1 (configuration not stated)	-10	5	-6	7	3	3	11	1	0.4	-10	-8
O=C(O)CC12CC3CC(C1)CC(n1ncc(NCc4ccccc4)c(Cl)c1=O)(C3)C2	-15	-1	14	-2	5	16	1	5	1.9	0	-2
Nc1ccn([C@@H]2O[C@H](CNCc3ccc(OCC(=O)Nc4nccs4)cc3)[C@@H](O)[C@H]2O)c(=O)n1	-6	-5	9	13	-6	-8	11	8	1.1	1	-3
Cc1ccc(-c2noc(CCC(=O)NC3CCN(Cc4ccccc4)CC3)n2)cc1	27	1	7	8	6	-1	18	2	-0.6	11	5
CC(C)N1C(=O)N(c2ccccc2)C(C)(O)CC1(C)C (configuration not stated)	13	-8	-8	7	-11	6	-5	-4	0.6	3	-11
Clc1ccc(NC2(c3nnnn3C3CCCCC3)CCCCC2)cc1	14	-8	9	5	15	-9	11	-3	0.2	-8	2
COC(=O)c1sccc1S(=O)(=O)Nc1ccc(C(O)(C(F)(F)F)C(F)(F)F)cc1	-25	8	-6	20	-5	11	-13	7	0.1	.	.
COc1ccc(C(=O)NCCCCc2ccccc2)cc1	0	-4	1	4	5	-6	-46	-3	-2.4	.	.
CC(=O)OCCNc1cc(N2CCN(C)CC2)c2noc3c2c1C(=O)c1ccccc1-3	13	-8	4	-19	-9	-13	-8	-8	-0.6	6	-5
CCN(CC)S(=O)(=O)c1ccc(NC(=O)COC(=O)CNS(=O)(=O)/C=C/c2ccccc2)cc1	5	0	6	13	0	-7	-9	-5	-2.2	7	-10
C=CCN(c1ccccc1OC)S(=O)(=O)c1ccc(Cl)c(C(=O)Nc2ccc(N3CCOCC3)cc2)c1	21	-5	28	2	15	3	43*	-3	-1.2	-5	14
Cc1ccc2cccc(OCc3cccc([N+](=O)[O-])c3)c2n1	11	-7	-15	0	-14	-36	5	1	0.6	0	1
COc1cccc(NC(=O)CC(c2ccc(OC(C)C)cc2)c2ccccc2OC)c1 (configuration not stated)	0	-2	13	-1	0	1	-1	-8	1.7	-9	5
CC(C)(OC1OC(CO)C(O)C(O)C1O)[C@H]1Oc2ccc3ccc(=O)oc3c2[C@H]1O (some centres not stated)	0	-6	-5	5	-19	-11	3	7	-1.4	4	-5
c1ccc2c(c1)c1ccccc1n2CN1CCOCC1	-10	1	-5	3	6	0	-7	-6	-2.9	10	4
CCOC(=O)N1CCN(C(=O)C2CC(=O)N(Cc3ccc(OC)cc3)C2)CC1 (configuration not stated)	3	4	-3	7	-17	-9	-4	-3	0.4	10	-3
COCCn1c(=O)[nH]c2cc(C(=O)N3CCN(c4cccc(C)c4C)CC3)ccc2c1=O	7	-5	3	28	-1	2	-12	-6	0.5	5	-7
O=C(Nc1ccccc1Cl)C1Cc2ccccc2O/C1=N\O (configuration not stated)	-14	-1	-45	1	-18	-25	-20	-1	-1.3	-9	-6
COc1ccc(OC)c(NC(=O)c2cc3c(cc2Cl)N2CCCCCC2=NS3(=O)=O)c1	9	-4	9	8	12	-23	8	-3	-0.8	-10	4

Some of these compounds in order of the TLR9-MyD88 block value, falling.
SMILES	NR5A2 inv ag	NOD2-RIPK2 inh	SRC3 inh	MC4R antag cAMP	SRC1 inh	NCOA2 inhibitor	NR2F2 inh	ABHD5-PLIN5 inh	MC4R barr agon	TLR9-MyD88 block	LMP1 NFkB inh
c1ccc2c(c1)c1ccccc1n2CN1CCOCC1	-10	1	-5	3	6	0	-7	-6	-2.9	10	4
COCCn1c(=O)[nH]c2cc(C(=O)N3CCN(c4cccc(C)c4C)CC3)ccc2c1=O	7	-5	3	28	-1	2	-12	-6	0.5	5	-7
O=C(Nc1ccccc1Cl)C1Cc2ccccc2O/C1=N\O (configuration not stated)	-14	-1	-45	1	-18	-25	-20	-1	-1.3	-9	-6

Assay outcomes deposited in PubChem BioAssay by several laboratories.

The list is partial. The share of hits here may be higher or lower than overall.
